Screening results (PubChem BioAssay)
Mtb BioA inh: BioA (M. tuberculosis) enzyme inhibition. purified M. tuberculosis BioA enzyme, plate reader. inhibition, % at 9.99 µM. 0.096% of 360,000 active; in the data active means inhibition above about 40%; inconclusive means no clear call, values can overlap the other calls
Anthrax LF inh2: blocks Bacillus anthracis lethal factor protease; P15917; multiplex microsphere protease cleavage assay, LF; inhibition, % at 10 µM; 0.12% of 360,000 active; AID 588501; further: plate controls were buffer without enzyme for full effect and enzyme alone for no effect
BoNT A protease: BoNT A light chain protease inhibition | AID 588499 | 0.17% of 360,000 active | multiplex microsphere protease substrate cleavage, flow cytometry | inhibition, % at 10 µM; further: plate controls were buffer without enzyme for full effect and enzyme alone for no effect
GDH-TPI counter: counter-screen for M. tuberculosis FBA inhibitors: GDH-TPI coupled enzymes; GDH-TPI coupled enzyme counterscreen, NADH absorbance; inhibition, % at 4.8 µM; 1.2% of 360,000 active; in the data active means inhibition above about 30%;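 further: 0% = DMSO wells and 100% = wells lacking the enzyme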
FadD28 FP inh: blocks FadD28 binding to the bisubstrate probe. fluorescence polarization. inhibition, % at 12.5 µM. 0.22% of 360,000 active. AID 588549; in the data active means inhibition above about 8.5%, passing the limit was not always enough; inconclusive means no clear call, values can overlap the other calls
BoNT F protease: blocks Botulinum neurotoxin F light chain protease; inhibition, % at 10 µM; 0.22% of 360,000 active; Multiplex microsphere protease cleavage assay, flow cytometry; in the data active means inhibition above about 35%, passing the limit was not always enough; inconclusive means no clear call, values can overlap the other calls; further: plate controls were buffer without enzyme for full effect and enzyme alone for no effect
Mtb FBA inh: inhibits M. tuberculosis FBA enzyme | P9WQA3 | purified M. tuberculosis FBA, fluorescence read-out | inhibition, % at 1 µM | 2.3% of 360,000 active; in the data active means inhibition above about 27%;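 further: 0% = vehicle and 100% = reference inhibitor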
Target sequence (P9WQA3 whole entry, looked up): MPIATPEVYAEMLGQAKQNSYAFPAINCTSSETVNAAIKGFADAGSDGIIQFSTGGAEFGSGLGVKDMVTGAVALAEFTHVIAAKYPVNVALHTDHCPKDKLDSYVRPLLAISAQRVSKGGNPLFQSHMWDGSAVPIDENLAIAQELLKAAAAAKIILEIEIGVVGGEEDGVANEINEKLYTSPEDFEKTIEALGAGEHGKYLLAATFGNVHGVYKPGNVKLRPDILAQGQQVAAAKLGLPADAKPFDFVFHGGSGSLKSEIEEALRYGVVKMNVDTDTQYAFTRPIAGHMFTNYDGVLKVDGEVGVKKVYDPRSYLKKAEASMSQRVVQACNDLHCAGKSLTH
UGM FP inh: inhibitors of M. tuberculosis UDP-galactopyranose mutase | purified UGM, fluorescence polarization probe displacement | P9WIQ1 | AID 504406 | inhibition, % at 10 µM | 0.06% of 320,000 active; in the data active means inhibition above about 10%, passing the limit was not always enough; inconclusive means no clear call, values can overlap the other calls
Target sequence (P9WIQ1 whole entry, looked up): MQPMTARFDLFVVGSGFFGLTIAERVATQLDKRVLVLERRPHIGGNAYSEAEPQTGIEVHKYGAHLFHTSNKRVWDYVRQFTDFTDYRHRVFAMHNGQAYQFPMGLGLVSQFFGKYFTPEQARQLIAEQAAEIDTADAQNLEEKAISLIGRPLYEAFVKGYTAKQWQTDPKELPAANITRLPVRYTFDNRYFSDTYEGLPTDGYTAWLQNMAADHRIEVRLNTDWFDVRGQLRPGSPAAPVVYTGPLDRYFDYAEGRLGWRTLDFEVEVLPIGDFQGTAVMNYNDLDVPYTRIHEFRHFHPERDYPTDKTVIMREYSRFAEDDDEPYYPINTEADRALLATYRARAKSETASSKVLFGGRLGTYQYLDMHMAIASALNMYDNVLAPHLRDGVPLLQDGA
PfHsp40 yeast: rescue of PfHsp40-mediated yeast toxicity | growth rescue, % at 12.5 µM | S. cerevisiae expressing PfHsp40, growth rescue, ATP luminescence | AID 504582 | 0.68% of 340,000 active; in the data active means growth rescue above about 28%, passing the limit was not always enough; inconclusive means no clear call, values can overlap the other calls;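 further: yeast W303a lacking pdr1 and pdr3 grown in galactose medium; growth measured after three days at 30 °C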
* = called active by the depositor; & = joins results of further samples. Unless noted, no stated cut-off is given here; in the data, active means inhibition above about 30%; inconclusive means no clear call, values can overlap the other calls; inactive means below that. Hits appear at their usual frequency. About 4.7% of those tested had a hit in this group.

How did COc1ccc(OC)c(CC(NC(C)=O)C(=O)NC2CCN(c3nc(OC)nc(OC)n3)CC2)c1 (configuration not stated) do in these assays?
Anthrax LF inh2: 6; BoNT A protease: -0.6; GDH-TPI counter: -6; FadD28 FP inh: 0.5; BoNT F protease: -5; Mtb FBA inh: -2; UGM FP inh: 0.2; PfHsp40 yeast: inconclusive

Results for C/C(=N\NC(=O)Cn1cc([N+](=O)[O-])cn1)c1ccco1 ?
Mtb BioA inh: 11; Anthrax LF inh2: -11; BoNT A protease: -3.0; GDH-TPI counter: -5; FadD28 FP inh: -0.3; BoNT F protease: 19; Mtb FBA inh: 3; UGM FP inh: 4.5; PfHsp40 yeast: 1.0

What do the screens show for `C[C@H](CO)N1C[C@H](C)[C@@H](CN(C)S(=O)(=O)c2ccccc2)Oc2c(NC(=O)Nc3ccc(C(F)(F)F)cc3)cccc2C1=O`?
Mtb BioA inh: -0.4; Anthrax LF inh2: -14; BoNT A protease: 0.0; GDH-TPI counter: 8; FadD28 FP inh: -8.5; BoNT F protease: -4; Mtb FBA inh: -1; UGM FP inh: 0.7; PfHsp40 yeast: -2.2

What do the screens show for `COc1ccc2sc(NC(=O)NC(=O)c3c(Cl)cccc3Cl)nc2c1`?
Anthrax LF inh2: 3; BoNT A protease: -0.6; GDH-TPI counter: 5; FadD28 FP inh: -2.2; BoNT F protease: -10; Mtb FBA inh: 0; UGM FP inh: -1.3; PfHsp40 yeast: -0.5

What do the screens show for `O=C(NC1CC1)C1=C[C@@H](c2c[nH]c3ccccc23)C[C@@H](OCc2ccc(CO)cc2)O1`?
Mtb BioA inh: -0.6; Anthrax LF inh2: 2; BoNT A protease: 1.0; GDH-TPI counter: 17; FadD28 FP inh: -2.6; BoNT F protease: 1; Mtb FBA inh: 5; UGM FP inh: 0.8; PfHsp40 yeast: -0.5

Results for O=C1NC(Cc2ccc(O)cc2)c2nc3cc(F)ccc3c(=O)n2-c2ncccc21 (configuration not stated) ?
Mtb BioA inh: 1.5; Anthrax LF inh2: -4; BoNT A protease: 0.1; GDH-TPI counter: 3; FadD28 FP inh: -0.8; BoNT F protease: -1; Mtb FBA inh: 1

How did COc1ccc(NC(=O)c2ccccn2)cc1 do in these assays?
Mtb BioA inh: 0.3; Anthrax LF inh2: -1; BoNT A protease: -0.3; GDH-TPI counter: -5; FadD28 FP inh: -5.4; BoNT F protease: -12; Mtb FBA inh: 1; UGM FP inh: 2.6; PfHsp40 yeast: -2.5

What do the screens show for `Cc1ccc(-n2nc3c(c2NC(=O)C(C)(C)C)CS(=O)(=O)C3)cc1`?
Mtb BioA inh: -0.4; Anthrax LF inh2: -1; BoNT A protease: 0.9; GDH-TPI counter: -6; FadD28 FP inh: -3.7; BoNT F protease: 3; Mtb FBA inh: -4; UGM FP inh: -1.5; PfHsp40 yeast: 6.4

How did CC(C)(C)c1cc(C(=O)NCc2cc(F)cc3c2OCOC3)n(Cc2ccccc2)n1 do in these assays?
Anthrax LF inh2: 18; BoNT A protease: -7.7; GDH-TPI counter: 6; FadD28 FP inh: 0.3; BoNT F protease: inconclusive; Mtb FBA inh: -6; UGM FP inh: -2.5; PfHsp40 yeast: -0.5

What do the screens show for `CN(C)CCOC1c2ccccc2-c2ccccc21`?
Mtb BioA inh: -1.5; Anthrax LF inh2: -1; BoNT A protease: 2.5; GDH-TPI counter: -4; FadD28 FP inh: -3.4; BoNT F protease: 5; Mtb FBA inh: -2; UGM FP inh: -1.0; PfHsp40 yeast: 0.5

What do the screens show for `COc1cccc(/C=C2/NC(=O)NC2=O)c1OCC(=O)Nc1ccccc1`?
Anthrax LF inh2: -3; BoNT A protease: -1.9; GDH-TPI counter: 9; FadD28 FP inh: -1.5; BoNT F protease: -14; Mtb FBA inh: 6; PfHsp40 yeast: 0.3

Results for CCCC(=O)Nc1cc(C(=O)O)ccc1S(=O)(=O)c1ccc(Cl)cc1 ?
Mtb BioA inh: 0.5; Anthrax LF inh2: -5; BoNT A protease: -0.1; GDH-TPI counter: -9; FadD28 FP inh: -3.3; BoNT F protease: 0; Mtb FBA inh: 2; UGM FP inh: 2.0; PfHsp40 yeast: -0.8

What do the screens show for `Cc1cc(-c2ccc(C)c(S(=O)(=O)NCc3ccc(OC(C)C)cc3)c2)on1`?
Mtb BioA inh: 1.6; Anthrax LF inh2: 2; BoNT A protease: 1.4; GDH-TPI counter: 3; FadD28 FP inh: -1.0; BoNT F protease: 1; Mtb FBA inh: 1; UGM FP inh: 0.5; PfHsp40 yeast: 1.2

How did CCCCCC(=O)N1C[C@@H](O)[C@H](n2cc(-c3ccc(F)cc3)nn2)C[C@@H]1c1ccccc1 do in these assays?
Anthrax LF inh2: -9; BoNT A protease: 0.2; GDH-TPI counter: 1; FadD28 FP inh: -3.3; BoNT F protease: -4; Mtb FBA inh: -4

Results for O=S(=O)(c1ccc(OCc2nc3ccccc3s2)c(Cl)c1)N1CCOCC1 ?
Mtb BioA inh: -2.9; Anthrax LF inh2: -1; BoNT A protease: 1.2; GDH-TPI counter: -5; FadD28 FP inh: -4.3; BoNT F protease: inconclusive; Mtb FBA inh: -1; UGM FP inh: -3.6; PfHsp40 yeast: -0.9

Results for CC(Sc1nnc(-c2ccccc2F)n1C)C(=O)NC1CCCCC1 (configuration not stated) ?
Mtb BioA inh: -0.8; Anthrax LF inh2: -3; BoNT A protease: -0.4; GDH-TPI counter: 11; FadD28 FP inh: -0.9; BoNT F protease: -6; Mtb FBA inh: 5; UGM FP inh: 1.2; PfHsp40 yeast: -0.9

Results for C[C@@H]1CN([C@H](C)CO)C(=O)CCCn2cc(nn2)CO[C@H]1CN(C)C(=O)C1CC1 ?
Mtb BioA inh: -1.7&-2.1; Anthrax LF inh2: -6; BoNT A protease: 0.0; GDH-TPI counter: 12; FadD28 FP inh: 1.1; BoNT F protease: 5; Mtb FBA inh: 0

What do the screens show for `CCCCN1CCC(CN2C(=O)C(=O)NC[C@@H]2Cc2ccccc2)CC1`?
Mtb BioA inh: -4.4; Anthrax LF inh2: 2; BoNT A protease: -0.4; GDH-TPI counter: 12; FadD28 FP inh: -0.4; BoNT F protease: -1; Mtb FBA inh: 2; PfHsp40 yeast: 0.2

Results for CCOc1ccc(N(CC)C(=O)c2cn(CC)c(=O)c3cc(OC)c(OC)cc23)cc1 ?
Mtb BioA inh: 0.8; Anthrax LF inh2: 0; BoNT A protease: 0.1; GDH-TPI counter: 4; BoNT F protease: 5; Mtb FBA inh: 2; UGM FP inh: -2.7; PfHsp40 yeast: 0.5

Results for COc1ccc(CNCc2cc3c(cc2[N+](=O)[O-])OCO3)cc1 ?
Mtb BioA inh: -2.0; Anthrax LF inh2: 7; BoNT A protease: -0.4; GDH-TPI counter: 2; FadD28 FP inh: -3.7; BoNT F protease: inconclusive; Mtb FBA inh: -1; UGM FP inh: 0.1; PfHsp40 yeast: -0.4

What do the screens show for `CN(CCNC(=O)CN1CCN(Cc2ccccc2Cl)C1=O)Cc1ccccc1`?
Mtb BioA inh: 0.4; Anthrax LF inh2: -4; BoNT A protease: 0.2; GDH-TPI counter: 9; FadD28 FP inh: 0.0; BoNT F protease: 0; Mtb FBA inh: 0; UGM FP inh: -2.1; PfHsp40 yeast: 0.1

Results for Cn1ccnc1Sc1cc(NCCCO)c([N+](=O)[O-])c2nonc12 ?
Mtb BioA inh: 3.5; Anthrax LF inh2: -6; BoNT A protease: -0.7; GDH-TPI counter: 9; FadD28 FP inh: -3.1; BoNT F protease: -1; Mtb FBA inh: -12; UGM FP inh: -0.7; PfHsp40 yeast: 0.9

How did COc1cccc(/C=C2\Sc3ccc(C(=O)NCc4cccnc4)cc3N(C)C2=O)c1 do in these assays?
Anthrax LF inh2: 1; BoNT A protease: -1.5; GDH-TPI counter: 0; FadD28 FP inh: -3.9; BoNT F protease: -7; Mtb FBA inh: 3; UGM FP inh: 4.4; PfHsp40 yeast: 2.8

What do the screens show for `O=C(NC(=S)Nc1ccc2[nH]c(=O)[nH]c2c1)c1ccccc1Cl`?
Mtb BioA inh: 1.0; Anthrax LF inh2: 1; BoNT A protease: 5.3; GDH-TPI counter: 16; FadD28 FP inh: -2.1; BoNT F protease: 12; Mtb FBA inh: 1; UGM FP inh: -0.2; PfHsp40 yeast: 0.8

Quoted at random: 2 entries already listed
Results for COc1ccc(CNCc2cc3c(cc2[N+](=O)[O-])OCO3)cc1 ?
Mtb BioA inh: -2.0; Anthrax LF inh2: 7; BoNT A protease: -0.4; GDH-TPI counter: 2; FadD28 FP inh: -3.7; BoNT F protease: inconclusive; Mtb FBA inh: -1; UGM FP inh: 0.1; PfHsp40 yeast: -0.4

Results for CC(Sc1nnc(-c2ccccc2F)n1C)C(=O)NC1CCCCC1 (configuration not stated) ?
Mtb BioA inh: -0.8; Anthrax LF inh2: -3; BoNT A protease: -0.4; GDH-TPI counter: 11; FadD28 FP inh: -0.9; BoNT F protease: -6; Mtb FBA inh: 5; UGM FP inh: 1.2; PfHsp40 yeast: -0.9

(cont.)
How did Cc1cccc(NC(=S)N2CCC(NC(=O)c3cccc(F)c3)CC2)c1 do in these assays?
Mtb BioA inh: 0.8; Anthrax LF inh2: 9; BoNT A protease: 1.2; GDH-TPI counter: 3; FadD28 FP inh: -0.1; BoNT F protease: 9; Mtb FBA inh: 2; UGM FP inh: -1.1; PfHsp40 yeast: 0.3

How did COc1ccc(CC(=O)NCc2nnc(SCC(=O)Nc3ncc(C)s3)n2C)cc1 do in these assays?
Anthrax LF inh2: 0; BoNT A protease: -0.3; GDH-TPI counter: -4; FadD28 FP inh: -2.7; BoNT F protease: -4; Mtb FBA inh: -1; UGM FP inh: -1.7; PfHsp40 yeast: 1.8

What do the screens show for `CCC(NC(=O)c1ccccc1NC(=O)C(C)(C)C)C(=O)N1CC(C)OC(C)C1` (configuration not stated)?
Mtb BioA inh: 0.9; GDH-TPI counter: 1; FadD28 FP inh: -0.6; Mtb FBA inh: 0; UGM FP inh: -0.8; PfHsp40 yeast: -1.7

How did CC1CCN(CCC(=O)Nc2ccc(Br)cc2)CC1 do in these assays?
Mtb BioA inh: 0.8; Anthrax LF inh2: -4; BoNT A protease: 0.0; GDH-TPI counter: 8; FadD28 FP inh: -0.9; BoNT F protease: -10; Mtb FBA inh: 4; UGM FP inh: 0.6; PfHsp40 yeast: 0.1

Results for CC1Cc2ccccc2N1S(=O)(=O)c1cccs1 (configuration not stated) ?
Mtb BioA inh: 1.3; Anthrax LF inh2: 5; BoNT A protease: 8.2; GDH-TPI counter: 6; FadD28 FP inh: -0.7; BoNT F protease: -19; Mtb FBA inh: 0; UGM FP inh: -2.7; PfHsp40 yeast: -1.3

What do the screens show for `O=C1c2cccc3c(N4CCCCC4)ccc(c23)C(=O)N1c1ccc(O)cc1`?
Anthrax LF inh2: 6; BoNT A protease: 5.1; GDH-TPI counter: 1; FadD28 FP inh: -0.2; BoNT F protease: 2; Mtb FBA inh: -1; UGM FP inh: inconclusive; PfHsp40 yeast: 0.5

How did Cc1cc(NCCO)nc(N2CCOCC2)n1 do in these assays?
Mtb BioA inh: -4.5; Anthrax LF inh2: 4; BoNT A protease: 0.4; GDH-TPI counter: 0; FadD28 FP inh: -0.5; BoNT F protease: inconclusive; Mtb FBA inh: 2; UGM FP inh: 2.9; PfHsp40 yeast: 0.6

Results for O=C(COC(=O)c1c2c(nc3ccccc13)CCCC2)c1ccc(Br)s1 ?
Anthrax LF inh2: 1; BoNT A protease: 0.6; GDH-TPI counter: -5; FadD28 FP inh: -1.1; BoNT F protease: -3; Mtb FBA inh: -4; UGM FP inh: 1.4; PfHsp40 yeast: 0.3

What do the screens show for `Cc1cc(C)cc(N(C(=O)c2snc(C(N)=O)c2N)C(C(=O)NCC2CCCO2)c2ccc(C)o2)c1` (configuration not stated)?
Mtb BioA inh: 0.2; Anthrax LF inh2: -2; BoNT A protease: -0.4; GDH-TPI counter: 5; FadD28 FP inh: -0.8; BoNT F protease: 4; Mtb FBA inh: 8; UGM FP inh: -2.1; PfHsp40 yeast: 0.1
